CYP2C9 activ: CYP2C9 (human) activation. AID 1024. recombinant CYP2C9, luciferin-H conversion, luminescence; hits give high values; factor 1 = untreated enzyme, 0 = blocked. 96,000 compounds, 1.4% hits. P11712. activation factor at 5 µM;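 active = activation factor of 2 or more for CYP2C9 at a 5 µM dose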;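 note: 0 = sulfaphenazole-blocked wells and 1 = vehicle-only wells; values of inactives mirror those of a sister screen read the other way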
CYP2C19 activ: increases human CYP2C19 enzyme activity; recombinant CYP2C19, luciferin-H EGE luminescence; hits give high values; 0 = fully inhibited enzyme, 1 = untreated enzyme; activation factor at 5 µM; 96,000 tested, under 10 active;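 active = activation factor of at least 2 at 5 µM in the primary screen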;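 note: 0 = wells with 2.5 mM tranylcypromine and 1 = vehicle-only wells; values of inactives mirror those of a sister screen read the other way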
HUVEC tox TNFa: HUVEC cytotoxicity counter-screen, TNF alpha stimulated; cell count reduction, % at 2 µM; AID 848; HUVEC TNFalpha-stimulated, Hoechst cell count, imaging; 93,000 compounds, 0.17% hits;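 active = cell count reduction exceeding the screen mean by over 5 SD, scaled to untreated wells per plate, cut at about 78% in these data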;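 note: cells counted after 24 h of TNF alpha exposure following the 1 h pretreatment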
DAT uptake mod: changed human dopamine transporter uptake under cocaine IC80; 110,000 compounds, 1.3% hits; B-score at 10 µM; LLC-PK1 hDAT cells, [14C]-dopamine uptake with cocaine IC80; actives deviate in either direction;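 active = Z score or B-score, a plate-position-corrected score, falls beyond the plate's 99.7% confidence bounds, in either direction; inactive = both scores lie inside the 99.7% bounds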;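 note: scored against the spread of the other compound wells on the same plate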
Target sequence (Q01959 whole entry, looked up): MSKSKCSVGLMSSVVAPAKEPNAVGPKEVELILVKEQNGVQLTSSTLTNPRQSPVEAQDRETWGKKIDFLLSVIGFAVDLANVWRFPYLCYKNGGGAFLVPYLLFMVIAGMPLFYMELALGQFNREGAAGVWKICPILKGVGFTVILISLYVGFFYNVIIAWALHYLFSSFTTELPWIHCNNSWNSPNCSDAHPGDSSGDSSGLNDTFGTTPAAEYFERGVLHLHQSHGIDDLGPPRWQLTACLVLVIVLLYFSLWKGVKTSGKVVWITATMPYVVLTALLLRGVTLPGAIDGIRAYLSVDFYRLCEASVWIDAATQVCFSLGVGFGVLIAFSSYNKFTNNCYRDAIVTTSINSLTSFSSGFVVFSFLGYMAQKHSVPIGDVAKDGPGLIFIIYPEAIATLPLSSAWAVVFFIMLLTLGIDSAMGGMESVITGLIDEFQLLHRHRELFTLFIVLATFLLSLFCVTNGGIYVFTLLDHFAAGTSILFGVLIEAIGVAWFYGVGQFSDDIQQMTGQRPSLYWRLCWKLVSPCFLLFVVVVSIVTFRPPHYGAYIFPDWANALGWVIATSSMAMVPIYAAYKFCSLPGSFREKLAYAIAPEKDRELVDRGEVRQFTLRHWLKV
CYP2C19 inh: inhibitors of human CYP2C19 | AID 778 | P33261 | 96,000 compounds, 21% hits | inhibition, % at 5 µM | CYP2C19 Supersomes, luciferin-H EGE luminescence, 30 min;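 active = CYP2C19 inhibition above a set limit at 5 µM in the primary screen, cut at about 50% in these data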;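 note: plate controls were negative control wells for no effect and 2.5 mM tranylcypromine positive control for full effect; values of inactives mirror those of a sister screen read the other way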
VCAM1 TNFa inh: reduces TNF alpha induced VCAM1 expression in HUVEC; 95,000 compounds, 0.48% hits; HUVEC TNFa-induced VCAM-1 immunofluorescence, high-content imaging; inhibition, % at 2 µM;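 active = inhibition above the batch mean plus 3 SD, with images confirmed as a hit by eye, cut at about 37% in these data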;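 note: 0% = TNF-stimulated DMSO wells and 100% = unstimulated control wells; not every result past the cut was called active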
HUVEC tox IL1B: HUVEC cytotoxicity counter-screen, IL-1B stimulated. cell count reduction, % at 2 µM. AID 845. HUVEC cell count loss, Hoechst imaging. 94,000 compounds, 0.41% hits;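 active = cell count reduction more than 3 SD above the screen-wide mean, cut at about 70% in these data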;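 note: normalized per plate to untreated control cells as the no-loss baseline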
Candida biofilm: kills Candida albicans biofilms; C. albicans biofilm + clotrimazole, Alamar Blue; inhibition, % at 6 µM; 85,000 compounds, 0.14% hits; AID 834;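 active = inhibition above 20%; inactive = inhibition below 20%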;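 note: preformed 24 hr biofilms exposed to compound for 48 hr; 0% = biofilm without compound and 100% = blank killed by clotrimazole plus chlorhexidine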
CYP2C9 inh: human CYP2C9 inhibition; CYP2C9 Supersomes, luciferin-H conversion, luminescence; inhibition, % at 5 µM; 96,000 compounds, 20% hits; AID 777; P11712;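 active = blocking of liver enzyme CYP2C9 beyond about 50% at 5 µM, limit read from the data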; note: values of inactives mirror those of a sister screen read the other way
The depositor's hits bear a star; / = no result given. No enrichment for hits; about 29% have a hit in one of these screens.

The line under a structure holds: CYP2C9 activ	CYP2C19 activ	HUVEC tox TNFa	DAT uptake mod	CYP2C19 inh	VCAM1 TNFa inh	HUVEC tox IL1B	Candida biofilm	CYP2C9 inh
(1) CCCCNC(=O)CN(c1cccc(Br)c1)S(C)(=O)=O
    /	/	-42	-1.2	/	-32	-17	1	/
(2) Cc1ccc(S(=O)(=O)N2CCC(C(=O)OCC(=O)N3CC(=O)Nc4ccccc43)CC2)cc1
    0.5	0.4	2	0.079	62*	-11	4	8	55*
(3) Cc1ccccc1OCC(=O)NNC(=S)NC(=O)c1ccco1
    0.7	1	-15	0.6	1	7	-12	/	33
(4) CC(Oc1ccc(Cl)cc1Cl)C(=O)Nn1cnnc1 (stereo unspecified)
    /	/	-14	-1	/	8	22	/	/
(5) COc1ccccc1NC(=O)Cn1nc(C(F)(F)F)c2c1CCCC2
    1	0.5	-26	-0.081	47	18	2	4	-2
(6) CCNC(=O)COC(=O)C1CCC(=O)N(c2ccc(OC)cc2)C1c1ccc(OC)cc1 (stereo unspecified)
    0.9	1	-4	-1.8	5	19	14	/	13
(7) COc1ccc(O)c(/C=N\NC(=O)CCn2nnc3ccccc32)c1
    0.9	0.8	-11	-0.55	20	-10	-19	/	8
(8) CCn1c2ccccc2c2cc(NC(=O)CSc3nnc(-c4cccc(C)c4)o3)ccc21
    0.4	0.4	4	0.38	63*	-8	1	/	64*
(9) CCn1nc(C(=O)Nc2cccc(C(F)(F)F)c2)c(Cl)c1Cl
    1	0.9	-2	0.76	9	4	-1	/	-1
(10) Cc1cc(-c2ccco2)n(CC(=O)NCCCc2ccccc2)n1
    0.7	0.6	/	-0.32	40	/	/	3	35
(11) CCn1c(SCC(=O)O)nnc1-c1cc2c(C)nn(-c3ccccc3)c2s1
    1	1.1	-24	-0.0048	-6	12	-3	7	3
(12) O=C(CNC(=O)c1ccc(Br)o1)NCc1ccc2c(c1)OCO2
    0.8	0.9	1	0.45	12	4	/	4	16
(13) O=C(CCC(=O)N1CCN(C2CCCCC2)CC1)Nc1nnc(C(F)(F)F)s1
    0.6	0.9	3	-0.41	8	-4	-5	7	38
(14) O=C(Cc1ccc(-n2c(=O)[nH]c3ccccc3c2=O)cc1)N1CCN(c2ccccc2)CC1
    0.9	1	-19	-1.1	3	-8	11	0	8
(15) CC1CCCCN1CCNC(=O)c1ccc2c(=O)n(CCc3ccccc3)c(=O)[nH]c2c1 (stereo unspecified)
    1	0.8	-29	/	21	-3	-3	5	1
(16) Cn1c(=O)c2c(nc(NCc3ccco3)n2C)n(C)c1=O
    0.9	0.9	9	0.18	7	-11	0	3	8
(17) CC(NC(=O)c1cnc2n(c1=O)CCS2)c1ccccc1 (stereo unspecified)
    1	1	12	-0.25	3	9	-9	3	-3
(18) O=C(CC1(C(=O)O)CCCC1)N1CCOCC1
    0.5	0.8	-14	-0.59	21	-16	-9	/	48
(19) CC(C)CSc1nc2c(=O)[nH][nH]c(=O)c2n1Cc1ccccc1
    /	/	-53	1.1	/	-5	-6	4	/
(20) O=C(CSc1nc(O)cc(=O)[nH]1)C1CC1
    1.1	1	-26	-0.52	3	-22	-25	5	-6

Overlap with the part before: four compounds; new compounds follow.
The line under a structure holds: CYP2C9 activ	CYP2C19 activ	HUVEC tox TNFa	DAT uptake mod	CYP2C19 inh	VCAM1 TNFa inh	HUVEC tox IL1B	Candida biofilm	CYP2C9 inh
(17) CC(NC(=O)c1cnc2n(c1=O)CCS2)c1ccccc1 (stereo unspecified)
    1	1	12	-0.25	3	9	-9	3	-3
(18) O=C(CC1(C(=O)O)CCCC1)N1CCOCC1
    0.5	0.8	-14	-0.59	21	-16	-9	/	48
(19) CC(C)CSc1nc2c(=O)[nH][nH]c(=O)c2n1Cc1ccccc1
    /	/	-53	1.1	/	-5	-6	4	/
(20) O=C(CSc1nc(O)cc(=O)[nH]1)C1CC1
    1.1	1	-26	-0.52	3	-22	-25	5	-6
(21) N#C/C(=C/c1ccc(N2CCCCCC2)o1)c1ccc(Cl)cc1
    1	1	-4	-0.82	-1	21	-5	1	2
(22) CCNc1nc(NCC)nc(Nn2cnnc2)n1
    1.1	1	4	-0.2	2	12	10	6	-12
(23) COC(=O)c1cc(C#N)c(Oc2ccc(F)cc2)nc1C
    1	0.5	-24	-0.66	54*	5	-6	/	1
(24) CCCCNC(=O)CS(=O)Cc1nc(-c2cccs2)oc1C (stereo unspecified)
    1.2	0.8	/	-0.44	18	/	/	10	-25
(25) CSc1nnc(-c2ccc(S(=O)(=O)N3CCOCC3)cc2)n1CC1CCCO1 (stereo unspecified)
    0.8	0.8	-8	-0.028	16	10	-80	3	24
(26) FC(F)Sc1ccc(NC(=S)NC2CCCCC2)cc1
    2.4*	0.2	-10	-0.67	75*	-7	22	6	-143
(27) O=C(COc1ccccc1)N1CCN(C(=O)c2cccs2)CC1
    0.8	0.7	/	-0.061	29	/	/	7	16
(28) COC(=O)c1ccc(C(=O)OC)c(NC(=O)CS(=O)(=O)Cc2ccccc2)c1
    0.5	0.6	-31	0.66	39	-16	-18	/	45
(29) CCOC(=O)c1[nH]c(C)c(C(=O)Nc2cccc(Cl)c2C)c1C
    0.6	0.8	-1	-0.15	17	11	-7	14	43
(30) O=P(O)(CCc1ccccn1)CN1CCCCC1
    0.9	1	-20	1.3	2	0	-18	3	8
(31) COc1ccc(CNC(=O)CCc2c(C)nc3ncnn3c2C)cc1
    1.1	1.1	-10	-0.0064	-11	-2	-4	0	-5
(32) O=c1c(N2CCOCC2)nsnc1N1CCOCC1
    1.1	0.9	/	-0.37	9	/	/	7	-14
(33) CCNC(=O)c1ccccc1-c1nc(-c2ccccc2Cl)no1
    0.2	0.8	-34	1.8	15	20	28	6	76*
(34) CN(CCNC(=O)c1cn(C)c2ccc(S(=O)(=O)N3CCCC3)cc2c1=O)CCc1ccccc1
    0.8	1.1	-14	0.43	-5	2	4	/	18
(35) Brc1ccc(-c2nnc(-c3ccco3)o2)cc1
    0.9	0.8	-11	/	16	-18	-29	8	6
(36) CCc1c(C)sc(NC(=O)c2cc(CC(C)C)on2)c1C#N
    1	1	-5	-0.0084	-3	-6	-6	7	2
(37) Cc1nn(C(=O)c2c([N+](=O)[O-])cnn2C)c(C)c1Cl
    /	/	-25	-1.2	/	0	-20	5	/
(38) Cc1cccc(NC(=O)CS(=O)(=O)c2cn(C)c3ccccc23)c1C
    1.7	0.6	/	-0.33	40	/	/	7	-74
(39) Cn1nnc2cc(C(=O)NCCC3=CCCCC3)ccc21
    1.2	0.8	20	1.2	17	22	43	4	-22
(40) COc1ccc(NC(=O)CSc2nnc(Cc3cccn3C)n2CCc2ccccc2)cc1OC
    0.8	0.8	-26	0.95	16	14	-50	3	24

The list continues.
The line under a structure holds: CYP2C9 activ	CYP2C19 activ	HUVEC tox TNFa	DAT uptake mod	CYP2C19 inh	VCAM1 TNFa inh	HUVEC tox IL1B	Candida biofilm	CYP2C9 inh
(41) CCOc1ccc(CN2CCC(=O)NC2=O)cc1
    1.2	0.8	-16	0.039	18	1	4	8	-19
(42) CCOc1ccc(-n2nc(C(=O)N3CCN(CC)CC3)c3ccccc3c2=O)cc1
    /	/	8	-0.86	/	-6	/	-1	/
(43) COc1cccc(C(NC(=O)c2ccccc2F)NC(=O)c2ccccc2F)c1
    0.8	0.9	4	-0.55	13	-4	/	/	16
(44) CC1CCN(C(=O)/C(=C/c2ccccc2Cl)c2ccccc2)CC1
    0.6	0.7	-7	-0.33	32	-13	11	/	43
(45) Nc1nc2ccc(-c3nc4ccccc4o3)cc2s1
    /	/	31	0.15	/	44	-30	2	/
(46) Cc1oc(C(=O)Nc2ccc(C(=O)O)cc2)cc1COc1ccccc1
    1.1	0.8	25	0.95	19	13	27	-1	-11
(47) CCOC(=O)c1ccc(NC(=O)C2C3CCC(C3)C2C(=O)O)cc1 (stereo unspecified)
    1	0.6	-14	1.1	39	-28	-15	7	4
(48) Cc1ccccc1Nc1nc(-c2sc(NC(=O)c3ccccc3)nc2C)cs1
    0.9	0.4	-13	2.5*	55*	3	22	/	10
(49) COc1ccc(S(=O)(=O)n2ccc(-c3cnc(-c4ccccc4)s3)n2)cc1
    0.3	0.8	-24	0.46	21	4	15	/	69*
(50) CCc1ccc(NC(=O)CSc2nnc(-c3cccs3)n2CC)cc1
    0.5	0.7	2	-0.97	28	6	-8	1	52*
(51) CN(C)c1ccc(NC(=O)c2cccc(N3C(=O)C4C5C=CC(C5)C4C3=O)c2)cc1 (stereo unspecified)
    /	/	53	0.41	/	19	-8	5	/
(52) Clc1cccc(Oc2ncc(CN3CCOCC3)s2)c1
    0.8	0.2	-36	0.85	82*	6	-6	/	16
(53) CCC(CC)C(=O)N1c2ccc(F)cc2CCC1C (stereo unspecified)
    0.3	0.6	-10	0.22	43	1	-4	-3	74*
(54) CCCCCCCCn1c(N2CCN(c3cccc(Cl)c3)CC2)nc2c1c(=O)[nH]c(=O)n2C
    0.5	0.9	2	1.2	15	7	0	-3	52*
(55) CCCCSc1nnc(-c2ccc(C)cc2)n1C
    1.1	0.7	-8	0.017	29	2	-16	-2	-10
(56) CC(C)N1CC2=C(OC(N)=C(C#N)C2c2cccnc2)/C(=C/c2cccnc2)C1 (stereo unspecified)
    0.8	0.7	/	0.33	34	/	/	8	23
(57) CC(=O)N(CN1C(=O)C2CC=CCC2C1=O)c1cccc(Cl)c1 (stereo unspecified)
    0.9	0.5	-23	0.053	46	-6	-8	9	12
(58) CSc1ccccc1NC(=O)c1ccc(C)o1
    0.9	0.7	/	-0.68	28	/	/	/	6
(59) Cc1c(N=C/C=C2\N(C)c3ccccc3C2(C)C)c(=O)n(-c2ccccc2)n1C
    1.1	0.3	-3	-0.11	74*	18	8	1	-10
(60) Cc1cccc(OCCOc2ccc(/C=N/NC(=O)Cc3nnc(N)s3)cc2)c1
    1	1	-16	0.011	-4	1	23	/	0

Source: PubChem (several laboratories)
